# From PubChem
# PTK2B oligo ant: blocks oligomerization of human Pyk2 in cells; Q14289; 99,000 tested, 0.83% active; z-score (the deposit names both 25 µM and 10 µM); Q293 cells, Pyk2 FERM NanoBiT luminescence; stronger effect = lower value;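 active = Z-score of -3 or lower, scaled per plate to the spread of control and sample wells; inactive = z-score above -3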;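 also: negative z-score means lost luminescence so less FERM oligomerization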
# Target sequence (Q14289 whole entry, looked up): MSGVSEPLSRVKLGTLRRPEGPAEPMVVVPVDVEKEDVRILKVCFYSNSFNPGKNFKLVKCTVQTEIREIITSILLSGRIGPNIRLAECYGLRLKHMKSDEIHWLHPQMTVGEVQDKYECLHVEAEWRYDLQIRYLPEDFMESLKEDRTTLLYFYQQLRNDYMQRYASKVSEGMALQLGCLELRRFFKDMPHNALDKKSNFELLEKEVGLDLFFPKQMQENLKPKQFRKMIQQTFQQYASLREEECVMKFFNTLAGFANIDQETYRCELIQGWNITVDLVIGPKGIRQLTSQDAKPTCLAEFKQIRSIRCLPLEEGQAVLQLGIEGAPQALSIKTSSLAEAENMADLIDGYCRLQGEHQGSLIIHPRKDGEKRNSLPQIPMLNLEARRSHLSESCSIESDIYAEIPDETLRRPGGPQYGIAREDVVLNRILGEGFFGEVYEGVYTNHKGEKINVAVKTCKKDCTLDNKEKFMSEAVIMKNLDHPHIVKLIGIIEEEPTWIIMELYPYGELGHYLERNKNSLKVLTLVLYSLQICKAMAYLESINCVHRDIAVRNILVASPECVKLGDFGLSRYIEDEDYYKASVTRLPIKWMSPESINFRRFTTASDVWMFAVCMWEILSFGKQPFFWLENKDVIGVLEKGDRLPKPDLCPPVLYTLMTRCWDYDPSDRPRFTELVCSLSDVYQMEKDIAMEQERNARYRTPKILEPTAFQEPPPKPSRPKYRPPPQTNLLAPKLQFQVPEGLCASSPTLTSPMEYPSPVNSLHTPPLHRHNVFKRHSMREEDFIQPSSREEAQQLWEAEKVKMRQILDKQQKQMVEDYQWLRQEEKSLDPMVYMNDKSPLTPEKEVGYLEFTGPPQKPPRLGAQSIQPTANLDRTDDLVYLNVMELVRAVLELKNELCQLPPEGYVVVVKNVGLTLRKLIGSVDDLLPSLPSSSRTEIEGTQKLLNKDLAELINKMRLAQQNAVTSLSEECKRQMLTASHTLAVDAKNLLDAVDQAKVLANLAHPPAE
# MT1-MMP txn act: activates MT1-MMP transcription. HT1080 MT1-MMP promoter luciferase reporter, luminescence, overnight; stronger effect = higher value. activation factor at 10 µM. 86,000 tested, 0.16% active. AID 750;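 active = activation factor of at least 2 for MT1-MMP transcription at 10 µM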
# Numbers without * were called inactive. An excerpt (hit frequency here may not be typical).
# Results follow in this order: PTK2B oligo ant, MT1-MMP txn act
- CCCC(=O)Nc1ccc(S(=O)(=O)N2CCOCC2)cc1
→ -0.98, 1.3
- COc1cccc(C(=O)Nc2nnc(C(C)C)s2)c1
→ 0.84, 0.6
- CC(C)(C)C1CCc2c(sc3c2C(=O)NC(c2ccco2)N3)C1 (centres undefined)
→ 0.01, 1.7
- CCC1Oc2ccccc2N(CC(=O)NCCc2ccc(OC)c(OC)c2)C1=O (centres undefined)
→ -0.54, 1.1
- CCC(=O)NC(C)C(c1cccs1)N1CCOCC1 (centres undefined)
→ -0.71, 1.1
- Clc1cc2c(c(Cn3cnc4ccccc43)c1)OCOC2
→ -0.59, 1.1
- CCOC(=O)c1c(NC(=O)CSc2nnc(-c3cccnc3)o2)sc(C)c1C
→ -0.21, 1.1
- O=c1c2ccccc2nc(CSc2nnnn2-c2ccccc2)n1-c1ccccc1Cl
→ 3.1, 1.1
- COc1ccc(C(CC(=O)O)NC(=O)COc2ccccc2)cc1 (centres undefined)
→ 1.3, 1
- COc1ccc(-c2cc(C(F)(F)F)nc(SCCC(=O)N3CCCC3)n2)cc1
→ -1.8, 1.1
- Cc1ccnc(NC(=O)CCC(=O)N(CC(=O)NCc2ccccc2)c2ccc3c(c2)OCO3)c1
→ -1.5, 1.1
- Oc1ccc(Br)cc1-c1cc(-c2ccccc2)n[nH]1
→ -0.84, 1.2
- Cc1cc(C)nc(NS(=O)(=O)c2ccc(NC(=S)NC(=O)C(C)C)cc2)n1
→ -0.4, 1.2
- CCOC(=O)C1CCCN(C(=O)CNS(=O)(=O)c2ccc(Br)s2)C1 (centres undefined)
→ 0.24, 1.1
- COc1ccc2c(c1)c(=O)cc(-c1ccccc1)n2C
→ -0.31, 1.4
- Cc1c(Cl)c(C(F)(F)F)nn1CC(=O)N1CCSCC1
→ -0.19, 1.1
- CCOC(=O)Cn1nnnc1C(C(C)C)N(Cc1cc2c(C)cc(C)cc2[nH]c1=O)C1CCCC1 (centres undefined)
→ 1.5, 0.9
- CCOC(=O)CCSCC(=O)Nc1cc(C)on1
→ 1.9, 1.1
- CCn1c(CNc2ccc(Cl)cc2)nnc1SCc1ccc(C)cc1
→ -0.42, 1.1
- CSc1nc2ccc(Cl)cc2[nH]1
→ -0.84, 1.2
- Cn1c(=O)c2c(n3cnnc13)-c1ccccc1CC21CCCC1
→ -0.39, 1.1
- COc1ccc(CCNS(=O)(=O)c2ccc3oc(C(=O)O)c(C)c3c2)cc1OC
→ 2.8, 1.1
- Cc1cc(C(=O)Nc2cc(C)n(Cc3ccc(Cl)cc3)n2)no1
→ 0.47, 1.2
- Cc1cc(NC(=O)CCC(=O)N(CC(=O)NC2CCCC2)c2cccc(C)c2C)no1
→ 0.09, 1.4
- COc1cc(NC(=O)CCCSc2nc(-c3ccco3)cc(C(F)(F)F)n2)cc(OC)c1OC
→ 0.22, 1.2
- Clc1cccc(NCc2nnc(SCc3ccc(Cl)cc3Cl)o2)c1
→ 0.99, 1.1
- c1ccc2c(CNc3ccc(CNc4ncn[nH]4)cc3)cccc2c1
→ 1.5, 1.2
- Cc1ccc(C(C(=O)NC2CCCC2)N(Cc2ccco2)C(=O)CCC(=O)Nc2cc(C)on2)cc1 (centres undefined)
→ -1.1, 1
- C=CCSc1nc2sc(C)c(C)c2c(=O)n1CC=C
→ 0.08, 1.1
- Cc1nnc(SCC(=O)Nc2ccccc2N2CCOCC2)s1
→ 3.1, 0.9
- Cn1cc(CNC(=O)c2sc3cccc(Cl)c3c2Cl)cn1
→ 0.08, 1.1
- CN(C)C(=O)c1ccc(NC(=O)c2cncc(Br)c2)cc1
→ 0.32, 1.3
- COc1ccccc1-n1c(N)c(C(=O)NCC2CCCO2)c2nc3ccccc3nc21 (centres undefined)
→ -0.45, 1.2
- O=C(Nc1ccccc1F)c1ccc(COc2ccc(Cl)cc2Cl)o1
→ 0.4, 1.1
- CC/C(O)=C(/C#N)c1nnc2n1CCCCC2
→ 0.93, 1
- CCOC(=O)c1c(C)[nH]c(C=Nc2ccc(OC)cc2)c1O
→ -0.31, 1.9
- CC1SCCN1S(=O)(=O)c1ccc2ccccc2c1 (centres undefined)
→ 0.78, 1.4
- CCN(CC)CCCNc1nc(-c2ccccc2)nc2ccccc12
→ -0.22, 1.4
- CCCC/C(O)=N\S(=O)(=O)c1ccc(N=NN(C)C)cc1
→ 0.81, 1.1
- CC(C)CC(=O)NCCCN1CCN(CCCNC(=O)CC(C)C)CC1
→ 0.42, 1.1
- CCSc1nc2c(c(=O)n1-c1ccc(F)cc1)SCC2
→ -0.21, 1.2
- O=C(N1CCCCC1)C12CC3CC(CC(C3)C1)C2
→ 0.95, 1.3
- Cc1nn(-c2nc3ccccc3[nH]2)c(N)c1-c1ccccc1
→ -2.2, 1.8
- Cc1cc(NC(=O)CSc2nc3c(c(=O)n2-c2ccc(Cl)cc2)SCC3)no1
→ -0.18, 1.2
- O=C(CCCc1ccccc1)Nc1nncs1
→ -0.4, 1.2
- Cc1cc(C(F)F)n2nc(C(=O)Nc3ccc(S(=O)(=O)N4CCCCCC4)cc3)nc2n1
→ 0.98, 1.2
- CC(C)(Oc1ccc(Cl)cc1)C(=O)N1CCN(c2ccccn2)CC1
→ -0.13, 1.2
- O=C(c1ccccc1)c1c[nH]cc1-c1ccccc1
→ -0.54, 1.1
- COc1cc(C(=O)N2CCN(C(=O)C(Cc3cc(C)ccc3C)NC(C)=O)CC2)cc(OC)c1OC (centres undefined)
→ 0.16, 1.2
- Cc1n[nH]c(C)c1N1C(=O)c2cccc3c(Br)ccc(c23)C1=O
→ 1.3, 1.1

# (further entries)
# Results follow in this order: PTK2B oligo ant, MT1-MMP txn act
- Cc1ccccc1C(=O)NCCc1nnc(SCC(=O)Nc2nc(-c3ccccc3)cs2)n1C
→ -1, 1
- CCOc1ccc(C(CC(=O)O)NC(=O)c2ccco2)cc1 (centres undefined)
→ 0.97, 1.1
- CC(=O)N1CCN(c2ccc(Nc3nc(C)nc4c3oc3ccccc34)cc2)CC1
→ -0.19, 0.9
- COCC(C)NC(=O)c1ccc(Cl)c(Cl)c1 (centres undefined)
→ 0.02, 1.2
- COc1ccc(NC(=O)CSc2nnc(-c3ccccc3)n2N)cc1
→ -0.8, 1.1
- Cc1cccc(N2C(=O)CC(Sc3nnc(C)s3)C2=O)c1 (centres undefined)
→ 0.32, 1.3
- CC(=O)Nc1ccc(NC(=O)C2CCCN(c3ncccn3)C2)cc1 (centres undefined)
→ 1.8, 1.3
- COc1ccc(OCCCC(=O)Nc2nncs2)cc1
→ 0.46, 1.5
- Cc1cccc(-c2cc3nc(-c4ccccc4)cc(N4CCC5(CC4)OCCO5)n3n2)c1
→ -0.28, 1.1
- O=C(NCCCn1ccnc1)c1cc2nc(-c3ccc(Br)cc3)cc(C(F)(F)F)n2n1
→ -0.27, 0.9
- CS(=O)(=O)N1CCN(c2ccccc2NC(=O)c2ccc3ccccc3c2)CC1
→ 0.76, 1.2
- Cc1cc(C)nc(SCCC(=O)N2CCOCC2)n1
→ -0.31, 1.2
- O=C(c1ccccc1NS(=O)(=O)c1cccs1)N1CCOCC1
→ -0.49, 1.1
- COC(=O)C1C(O)=CC(=O)CC1C (centres undefined)
→ 0.56, 1.2
- CCn1ncc(Br)c1C(=O)Nc1sc2c(c1C(=O)OC)CCC2
→ 0.12, 1
- CCn1nnc(NC(=O)c2sc3ccccc3c2Cl)n1
→ -1.1, 1.2
- Cc1csc(NC(=O)CSc2nnnn2C)n1
→ 3.3, 1.6
- CCCn1c(NCc2ccco2)nc2c1c(=O)n(C)c(=O)n2C
→ 0.03, 1.2
- COc1ccc(Cn2c(=O)[nH]c3cc(C(=O)NCc4ccc5c(c4)OCO5)ccc3c2=O)cc1
→ 0.86, 1
- O=c1c2ccccc2ncn1-c1ccc(Cl)c(Cl)c1
→ 0.87, 1.3
- COc1ccccc1NC(=O)c1c(C)oc2c1CCCC2
→ 0.32, 1.1
- CCCCCCC(=O)N1CCN(c2cc3c(cc2F)c(=O)c(C(=O)O)cn3CC)CC1
→ 0.62, 1.2
- COc1cc(/C=N/O)ccc1OCc1ccc(C(=O)O)cc1
→ -0.31, 0
- O=C(c1ccc(Cl)c(Cl)c1)N1CCOCC1
→ -0.22, 1.1
- COc1ccc(-c2cc(C(F)(F)F)nc(SCC(=O)NCc3ccco3)n2)cc1OC
→ -0.3, 1.2
- O=C(CN1C(=O)CCC1=O)Nc1ccc(S(=O)(=O)N2CCOCC2)cc1
→ -0.21, 1.1
- c1ccc(N2CCN(c3ccccc3)C2c2cccnc2)cc1
→ -0.57, 1.2
- CCc1cc2c(SCC(=O)c3ccccc3)ncnc2s1
→ 0.73, 1.4
- O=C(NCC1(c2ccccc2)CCCC1)C(=O)N1CCOCC1
→ 0.7, 1.3
- Cc1ccc(CC2CC(=O)N(CC(=O)O)C2=O)cc1 (centres undefined)
→ -0.21, 1
- Cc1ccc(-c2cc(C(F)F)nc(NCC3CCCO3)n2)cc1 (centres undefined)
→ -0.94, 1.4
- N#CC1=C(SCc2ccccc2)NC(=O)CC1c1ccccc1 (centres undefined)
→ -1.6, 1.2
- COc1ccc(CCN2C(=O)CC(N3CCOCC3)C2=O)cc1 (centres undefined)
→ 0.35, 1
- COc1ccc(-c2nnc(SCC(=O)Nc3ccc(Cl)cc3)n2C)cc1
→ -1.4, 1.1
- Cc1ccc2c(n1)CC(C)(C)C/C2=N\O
→ 0.42, 1.1
- Cc1ccc(NC(=O)CSc2ncn(-c3ccccc3)n2)cc1C
→ 1.7, 1.2
- Cc1ccccc1C(=O)N1CCN(c2ccccn2)CC1
→ 1.4, 1
- CCOC(=O)C1=C(C)N(C)C(C)=C(C(=O)OCC)C1c1ccccc1
→ -2.3, 1.1
- Cc1ccc(Cl)cc1-n1c(=O)cc(N2CCN(C(=O)c3ccco3)CC2)[nH]c1=O
→ 0.6, 1.1
- COc1ccc(-c2nnc(N(C)C(=O)C3CCOC3)s2)cc1 (centres undefined)
→ -0.05, 1.5
- C=CCn1c(-c2ccccc2)n[nH]c1=S
→ 0.22, 1.1
- Cc1ccc(OC(=S)Nc2ccc(O)cc2)cc1
→ 1.1, 1.1
- CCOc1cc2[nH]c(=O)n(CCC(=O)NCCc3ccc(OC)c(OC)c3)c(=O)c2cc1OCC
→ 1, 1.1
- COCCn1nnnc1CN1CCC(NC(=O)c2ccc(Br)cc2)CC1
→ 1.5, 1.1
- COC(=O)C(Cc1c[nH]c2ccccc12)NC(C)=O (centres undefined)
→ 0.74, 1.2
- CCc1ccc(C2C(C#N)=C(N)C(C#N)(C#N)C3=CCC(C(C)(C)C)CC32)cc1 (centres undefined)
→ 0.21, 1.2
- O=C(O)c1ccc(CS(=O)(=O)c2cccc(C(F)(F)F)c2)o1
→ 0.52, 0.9
- CCc1ccc2c(c1)C1(NN=C(c3ccc(C)cc3)S1)C(=O)N2 (centres undefined)
→ -0.83, 1
- CC1Cc2ccccc2N1C(=O)CSc1nc2c(c(=O)n(C)c(=O)n2C)n1Cc1ccc(F)cc1 (centres undefined)
→ -0.02, 1.2
- CCN(CC)S(=O)(=O)c1ccc(F)cc1
→ 1.5, 1.2

# (continued)
# Results follow in this order: PTK2B oligo ant, MT1-MMP txn act
- C=CCn1c(SCC(=O)O)nnc1-c1ccccc1
→ 0.76, 1.1
- COc1cc2c(cc1OC)C(C)N(C(=O)c1cc3n(n1)C(C(F)(F)F)CC(c1ccco1)N3)CC2 (centres undefined)
→ 0.14, 0.8
- CC(=O)NC(CCS(C)(=O)=O)C(=O)Nc1ccc2c(c1)OCCO2 (centres undefined)
→ -0.26, 1
- C=CCC(Nc1ccccc1)C12C=CC(O1)C(C(=O)OC)=C2C(=O)OC (centres undefined)
→ -1.1, 1.2
- COc1cc(C(=O)NCCc2nc3ccccc3n2C)cc(OC)c1OC
→ 1.8, 1.1
- O=[N+]([O-])c1ccc(C2CNC(c3ccccc3)O2)cc1 (centres undefined)
→ -1.1, 1.2
- O=C(NCCC1=CCCCC1)NC12CC3CC(CC(C3)C1)C2
→ -1.1, 1.8
- O=C(CSc1nc(-c2ccc(F)cc2)cc(C(F)(F)F)n1)NCCN1CCOCC1
→ -0.2, 1.1
- Cc1cccc(N(CC(=O)NC2CCCC2)C(=O)CS(=O)CC(=O)Nc2ccc3c(c2)OCO3)c1C (centres undefined)
→ 0.29, 1.1
- CCOC(=O)C1=C(C)NC(=O)NC1c1cc2c(cc1Br)OCO2 (centres undefined)
→ -1.5, 1.1
- CCOC(=O)c1c(NC(=O)CNCCOC)sc2c1CCCC2
→ 0.14, 1.4
- Cc1cc(C)nc(SCc2nnc(SCC(=O)Nc3nc(-c4ccccc4)cs3)n2C)n1
→ 0.66, 1.1
- c1ccc(-c2cc(-c3nc(-c4ccccn4)no3)c3ccccc3n2)cc1
→ -2.2, 1
- CCCOc1ccc(N2C(=O)CC(NCCCN3CCC(C(N)=O)CC3)C2=O)cc1 (centres undefined)
→ -0.38, 1.2
- CCOc1ccc2c(c1)C(c1ccc(C)cc1)=NNC(c1ccc(C)cc1)=N2
→ -0.19, 1.9
- CCn1c(SCc2nc(-c3ccccc3)no2)nnc1-c1ccco1
→ -0.39, 1.1
- O=C(CN1N=C(C(F)(F)F)CC1(O)c1ccc([N+](=O)[O-])cc1)c1ccccc1 (centres undefined)
→ 0.25, 1.1
- Nc1c2c(nc3ccccc13)CCC2
→ 0.59, 1
- CCN(CC)C(=O)Nc1c(C)n(C)n(-c2ccccc2)c1=O
→ 0.19, 1.1
- COc1ccc(C(C(=O)NC(C)(C)C)N(Cc2cccs2)C(=O)CCC(=O)Nc2cc(C)on2)cc1 (centres undefined)
→ -0.83, 1
